Screens from PubChem BioAssay.
EPAC1 ag = qHTS for Agonist of cAMP-regulated guanine nucleotide exchange factor 3 (EPAC1): primary screen; Rap guanine nucleotide exchange factor 3 (Homo sapiens), O95398; EPAC1 agonist qHTS, biochemical assay; response scale: 100% = response to 6.5 mM cAMP; Potency, µM (doses to about 154 µM), for inactives: at the top dose activation, actives largely listed as activators; hit rate 0.073% among 360,000; AID 720707, 2013; further: potency means the concentration at half of the fitted maximal effect; nearly all actives have a fitted effect of over 60% in size
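Normalized to 6.5 mM cAMP, activity reflects EPAC1-catalysed release of BODIPY-GDP from Rap1B, followed kinetically over 30 min at 480 nm excitation, 540 nm emission. Reaction contained 100 nM EPAC1, 250 nM Rap1B-BODIPY-GDP, 50 uM GDP.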
PI5P4Ka inh = qHTS for Inhibitors of phosphatidylinositol 5-phosphate 4-kinase (PI5P4K); PI5P4Kalpha enzyme, ADP-Glo luminescence, 60 min; stronger effect = lower value; Phosphatidylinositol 5-phosphate 4-kinase type-2 alpha (Homo sapiens), P48426; max response, %; AID 652105, 2013; hit rate 1.2% among 330,000; active means max response of -50% or lower; inconclusive means between -30% and -50%; inactive means -30% or higher; further: value at the top dose of about 77 µM; on the % scale 0 is the no-effect control and ±100 the full control effect
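Enzyme plus substrate dispensed, test compounds pinned in, then ATP (5 microM final) added. After 60 min at RT, ADP-Glo reagent 1 for 45 min and reagent 2 for 30 min preceded luminescence imaging.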
EPAC1 antagonist = qHTS for Antagonist of cAMP-regulated guanine nucleotide exchange factor 3 (EPAC1): primary screen. hit rate 0.14% among 360,000. AID 720709, 2013. Potency, µM (top dose mostly 115 µM), for the others: at the top dose activity change, negative = inhibition, actives largely listed as inhibitors. EPAC1 GEF assay, Rap1b-BODIPY-GDP exchange fluorescence;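 further: potency means the concentration at half of the fitted maximal effect; plate controls were vehicle for no effect and positive control for full effect; nearly all actives have a fitted effect of over 50% in size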
GLP1R ag = qHTS of GLP-1 Receptor Agonists | Glucagon-like peptide 1 receptor (Homo sapiens), P43220 | HEK293 GLP-1R CRE-luciferase, luminescence, 4-6 h; cells express a hypersensitive GLP-1R form | Potency, µM (doses to about 45.6 µM), for inactives: at the highest dose activation, usual class: activators | hit rate 0.007% among 380,000 | AID 624172, 2012; further: potency means the concentration at half of the fitted maximal effect; % of control where 0% means no effect
Target sequence (P43220 whole entry, looked up): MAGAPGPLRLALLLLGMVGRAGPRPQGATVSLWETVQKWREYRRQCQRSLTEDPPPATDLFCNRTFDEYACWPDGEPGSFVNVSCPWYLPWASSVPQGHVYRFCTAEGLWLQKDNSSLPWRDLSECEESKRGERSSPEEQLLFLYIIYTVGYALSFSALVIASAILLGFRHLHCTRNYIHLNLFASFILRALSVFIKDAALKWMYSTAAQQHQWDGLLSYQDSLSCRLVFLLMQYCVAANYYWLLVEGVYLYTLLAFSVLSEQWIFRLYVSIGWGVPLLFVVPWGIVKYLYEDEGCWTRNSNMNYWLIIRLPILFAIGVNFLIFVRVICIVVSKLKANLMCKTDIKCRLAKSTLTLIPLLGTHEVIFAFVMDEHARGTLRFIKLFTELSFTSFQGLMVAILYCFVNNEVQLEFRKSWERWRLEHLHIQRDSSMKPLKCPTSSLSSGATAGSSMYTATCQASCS
IL2 activator = qHTS of IL-2 Activators | IL-2 activation reporter assay, cell-based qHTS; stimulated with anti-CD3/CD4/CD28 beads; in transgenic mouse T cells | activation, % (series mostly up to about 46 µM) | hit rate 0.065% among 360,000 | AID 652025, 2013; in the data active means activation above about 50%; inconclusive means mostly about 30% to 49%; further: 0% is about no effect
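Unstimulated transgenic mouse T cells, 750 per well, received compound and, after 60 minutes, anti-CD3/anti-CD4 bead plus anti-CD28 stimulation. EGFP and DsRed were quantified after 18 hours.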
GLP1R cytotox = qHTS of GLP-1 Receptor Inverse Agonists: Cytotox Screen; HEK293 cAMP-luciferase reporter cells, luminescence, 24 h; Potency, µM (highest dose often 38.3 µM), inactives show at the top dose activity change, negative = inhibition, most hits filed as inhibitors; hit rate 0.13% among 410,000;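 further: loss of luciferase light is scored as toxicity; potency means the concentration at half of the fitted maximal effect; on the % scale 0 is the no-effect control and ±100 the full control effect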
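Seeding density was 200 cells/uL; after overnight-length (12 h) culture, 23 nL compounds went on for 24 h at 37 °C. Readout used a luciferase detection reagent, luminescence taken after 12 min at room temperature.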
PLK1 PBD inh = qHTS for Inhibitors of PLK1-PDB (polo-like kinase 1 - polo-box domain): Primary Screen; Potency, µM, inactives show max response, negative = inhibition, most hits filed as inhibitors; Serine/threonine-protein kinase PLK1 (Homo sapiens), P53350; Plk1 PBD binding of FITC phosphopeptide, fluorescence polarization; hit rate 2.8% among 360,000; further: potency means the concentration at half of the fitted maximal effect; series mostly up to about 57 µM; on the % scale 0 is the no-effect control and ±100 the full control effect; nearly all actives have a fitted effect of over 65% in size
PTHR1 ag = qHTS for PTHR1 Agonists: Primary Screen. Parathyroid hormone/parathyroid hormone-related peptide receptor (Homo sapiens), Q03431. HEK293 GP2 PTHR1 cells, GloSensor cAMP luminescence, 1 h. Potency, µM (titrated, usually from 115 µM), for the others: at the highest dose activation, hits mostly activators. hit rate 0.075% among 410,000. AID 743266, 2014; further: potency means the concentration at half of the fitted maximal effect; nearly all actives have a fitted effect of over 55% in size; some results filed as inactive show a strong effect at the top dose; inactives centre near -15; many of its hits are not listed in these tables
Target sequence (Q03431 whole entry, looked up): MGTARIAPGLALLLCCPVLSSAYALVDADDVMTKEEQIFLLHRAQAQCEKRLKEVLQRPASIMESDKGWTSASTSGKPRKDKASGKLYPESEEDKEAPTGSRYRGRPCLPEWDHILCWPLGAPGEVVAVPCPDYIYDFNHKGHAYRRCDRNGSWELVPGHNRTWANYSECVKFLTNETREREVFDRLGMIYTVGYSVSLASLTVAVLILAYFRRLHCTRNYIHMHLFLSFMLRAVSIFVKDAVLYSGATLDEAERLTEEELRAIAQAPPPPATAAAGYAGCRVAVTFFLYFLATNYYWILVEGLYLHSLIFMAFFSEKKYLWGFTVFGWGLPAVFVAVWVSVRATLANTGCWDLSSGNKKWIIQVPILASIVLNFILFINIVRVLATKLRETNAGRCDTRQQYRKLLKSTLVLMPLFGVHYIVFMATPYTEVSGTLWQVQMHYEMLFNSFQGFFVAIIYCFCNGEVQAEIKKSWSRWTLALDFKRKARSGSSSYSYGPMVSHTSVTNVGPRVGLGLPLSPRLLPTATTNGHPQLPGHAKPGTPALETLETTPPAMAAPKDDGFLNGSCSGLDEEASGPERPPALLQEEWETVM
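HEK-293-derived GP2 cells expressing PTHR1 and a GloSensor cAMP reporter, 3,000/well, plated overnight, given luciferin plus IBMX (each 0.5 mM as added) for 1 h at 37 °C, then compound for 1 h at 37 °C. Luminescence was read after 15 min at room temperature.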
GLP1R inv ag = qHTS of GLP-1 Receptor Inverse Agonists (Inhibition Mode). Glucagon-like peptide 1 receptor (Homo sapiens), P43220. HEK293 GLP-1R CRE-luciferase, luminescence, 24 h; GLP-1R form is constitutively active. Potency, µM (top dose mostly 38.3 µM), for the others: at the highest dose activity change, negative = inhibition, actives largely listed as inhibitors. hit rate 1.6% among 410,000. AID 624417, 2012; further: potency means the concentration at half of the fitted maximal effect; on the % scale 0 is the no-effect control and ±100 the full control effect; nearly all actives have a fitted effect of over 55% in size
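Constitutively active GLP-1R drives a cAMP-responsive luciferase in stably transfected HEK293 cells; test compounds are added after overnight (12 h) attachment and left 24 hr, and signal loss in luminescence marks inhibition.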
* = called active by the depositor; [ ] = another dose, or the depositor's remark. Unless noted, the call rests on the fitted dose curve; in most records, active means well fitted curve in the direction sought with a large enough effect; inconclusive means small, poorly fitted or top-dose-only effect, or another doubt; inactive means no such curve, though single readings can be large; an effect the other way counts as inactive or inconclusive. Not all compounds are listed, so the mix of outcomes need not match the whole.

What do the screens show for `O=S(=O)(NC1CC2CCC1C2)c1ccc2c(c1)OCCO2` (stereo not given)?
EPAC1 ag: 2%; PI5P4Ka inh: -1; EPAC1 antagonist: -2%; GLP1R ag: -5%; IL2 activator: 0.5; GLP1R cytotox: -12%; PLK1 PBD inh: -8%; PTHR1 ag: inactive; GLP1R inv ag: -24%

How did CCOc1cc(/C=N/NC(=O)C(O)(c2ccccc2)c2ccccc2)ccc1OC(=O)c1ccco1 do in these assays?
EPAC1 ag: 18%; PI5P4Ka inh: 1; EPAC1 antagonist: -5%; GLP1R ag: 14%; IL2 activator: 4.5; GLP1R cytotox: 2%; PLK1 PBD inh: -7%; PTHR1 ag: -11%; GLP1R inv ag: inconclusive

Results for CCCC(=O)NC(c1ccc(OCC)cc1)c1ccc(OC)c(OC)c1 (stereo not given) ?
EPAC1 ag: -11%; PI5P4Ka inh: 10; EPAC1 antagonist: -6%; GLP1R ag: 6%; IL2 activator: -0.3; GLP1R cytotox: -8%; PLK1 PBD inh: 3%; PTHR1 ag: inactive; GLP1R inv ag: 5%

What do the screens show for `Cc1ccc(Cn2nc(C)c(NC(=O)c3noc4c3CCCCC4)c2C)cc1`?
EPAC1 ag: -3%; EPAC1 antagonist: 1%; GLP1R ag: 0%; IL2 activator: 4.5; GLP1R cytotox: -15%; PLK1 PBD inh: -4%; PTHR1 ag: inactive; GLP1R inv ag: -9%

What do the screens show for `CCOc1ccc(C(=O)NC2CCN(S(=O)(=O)CC)CC2)cc1`?
EPAC1 ag: -3%; EPAC1 antagonist: 4%; GLP1R ag: -3%; IL2 activator: -3.1; GLP1R cytotox: 4%; PLK1 PBD inh: -3%; PTHR1 ag: inactive; GLP1R inv ag: 0%

What do the screens show for `CCn1nnc(NC(=O)COc2ccc(C3CCCCC3)cc2)n1`?
EPAC1 ag: -6%; EPAC1 antagonist: -13%; GLP1R ag: -4%; IL2 activator: -2.4; GLP1R cytotox: -2%; PLK1 PBD inh: -5%; PTHR1 ag: -11%[57.5 µM]; GLP1R inv ag: 3%

How did C[C@@H]1COC(=O)[C@@H](CC(=O)OC(C)(C)C)C/C=C\C[C@@H](CC(=O)NCCO)C(=O)N1 do in these assays?
EPAC1 ag: 1%; PI5P4Ka inh: 0; EPAC1 antagonist: -6%; GLP1R ag: -2%; IL2 activator: -0.2; GLP1R cytotox: -9%; PLK1 PBD inh: -9%; PTHR1 ag: -11%; GLP1R inv ag: 4%

What do the screens show for `CCOC(=O)c1ccc(NC(=O)C2CCCO2)cc1` (stereo not given)?
EPAC1 ag: 4%; PI5P4Ka inh: -1; EPAC1 antagonist: 0%; GLP1R ag: -2%; IL2 activator: -4.1; GLP1R cytotox: -15%; PLK1 PBD inh: -6%; PTHR1 ag: inactive; GLP1R inv ag: 7%

How did O=C(NC1CCCC1)C(c1cccnc1)N(Cc1ccccc1F)C(=O)c1csnn1 (stereo not given) do in these assays?
EPAC1 ag: 11%; PI5P4Ka inh: -1; EPAC1 antagonist: 3%; GLP1R ag: 15%; IL2 activator: 0.3; GLP1R cytotox: 0%; PLK1 PBD inh: -7%; PTHR1 ag: inactive; GLP1R inv ag: 18%

Results for O=S(=O)(NC1=NCCC1)c1cccc(NS(=O)(=O)c2ccc(OC(F)(F)F)cc2)c1 ?
EPAC1 ag: -2%; PI5P4Ka inh: -4; EPAC1 antagonist: -1%; GLP1R ag: 1%; IL2 activator: -1.8; GLP1R cytotox: -6%; PLK1 PBD inh: -5%; PTHR1 ag: -5%; GLP1R inv ag: -7%

Two entries picked at random from those above:
Results for CCCC(=O)NC(c1ccc(OCC)cc1)c1ccc(OC)c(OC)c1 (stereo not given) ?
EPAC1 ag: -11%; PI5P4Ka inh: 10; EPAC1 antagonist: -6%; GLP1R ag: 6%; IL2 activator: -0.3; GLP1R cytotox: -8%; PLK1 PBD inh: 3%; PTHR1 ag: inactive; GLP1R inv ag: 5%

How did O=C(NC1CCCC1)C(c1cccnc1)N(Cc1ccccc1F)C(=O)c1csnn1 (stereo not given) do in these assays?
EPAC1 ag: 11%; PI5P4Ka inh: -1; EPAC1 antagonist: 3%; GLP1R ag: 15%; IL2 activator: 0.3; GLP1R cytotox: 0%; PLK1 PBD inh: -7%; PTHR1 ag: inactive; GLP1R inv ag: 18%

The listing picks up, starting 2 compounds before the break.
How did O=C(NC1CCCC1)C(c1cccnc1)N(Cc1ccccc1F)C(=O)c1csnn1 (stereo not given) do in these assays?
EPAC1 ag: 11%; PI5P4Ka inh: -1; EPAC1 antagonist: 3%; GLP1R ag: 15%; IL2 activator: 0.3; GLP1R cytotox: 0%; PLK1 PBD inh: -7%; PTHR1 ag: inactive; GLP1R inv ag: 18%

Results for O=S(=O)(NC1=NCCC1)c1cccc(NS(=O)(=O)c2ccc(OC(F)(F)F)cc2)c1 ?
EPAC1 ag: -2%; PI5P4Ka inh: -4; EPAC1 antagonist: -1%; GLP1R ag: 1%; IL2 activator: -1.8; GLP1R cytotox: -6%; PLK1 PBD inh: -5%; PTHR1 ag: -5%; GLP1R inv ag: -7%

Results for O=C(O)C(Sc1ccncn1)c1ccccc1 (stereo not given) ?
EPAC1 ag: 0%; PI5P4Ka inh: 5; EPAC1 antagonist: 2%; GLP1R ag: -1%; IL2 activator: 0.4; GLP1R cytotox: 20%; PLK1 PBD inh: -1%; PTHR1 ag: 42%; GLP1R inv ag: 9%

How did COc1ccc(-c2cc(C(F)(F)F)c3c(n2)sc2c(O)cc(=O)[nH]c23)c(OC)c1 do in these assays?
EPAC1 ag: -18%; PI5P4Ka inh: inconclusive; EPAC1 antagonist: inconclusive; GLP1R ag: 28%; IL2 activator: 1.6; GLP1R cytotox: 132%[activator]; PLK1 PBD inh: 41%[activator]; PTHR1 ag: -28%; GLP1R inv ag: 76%[activator]

What do the screens show for `O=C(O)COc1c(-c2ccc(Cl)cc2)oc2ccccc2c1=O`?
EPAC1 ag: 9%; PI5P4Ka inh: -2; EPAC1 antagonist: -1%; GLP1R ag: 3%; IL2 activator: 5.2; GLP1R cytotox: 5%[7.66 µM]; PLK1 PBD inh: -19%; PTHR1 ag: inactive; GLP1R inv ag: 0%[7.66 µM]

How did CC(=O)c1cccc(NC(=O)c2ccc(N(Cc3ccccc3)S(C)(=O)=O)cc2)c1 do in these assays?
EPAC1 ag: 8%; PI5P4Ka inh: 2; EPAC1 antagonist: -24%; GLP1R ag: 3%; IL2 activator: -2.7; GLP1R cytotox: -2%; PLK1 PBD inh: -7%; PTHR1 ag: -20%[57.5 µM]; GLP1R inv ag: inconclusive

What do the screens show for `Cc1nc(NC(=O)CC(C)C)sc1-c1csc(Nc2ccc(Cl)cc2Cl)n1`?
EPAC1 ag: 0%; PI5P4Ka inh: 0; EPAC1 antagonist: -15%; GLP1R ag: 6%; IL2 activator: -0.4; GLP1R cytotox: 2%; PLK1 PBD inh: -13%; PTHR1 ag: 14%; GLP1R inv ag: inconclusive

Results for CC(=O)Nc1sc(N)nc1-c1ccccc1 ?
EPAC1 ag: -2%; PI5P4Ka inh: 0; EPAC1 antagonist: -9%; GLP1R ag: 0%; IL2 activator: 4.2; GLP1R cytotox: -2%; PLK1 PBD inh: -10%; PTHR1 ag: inactive; GLP1R inv ag: 3%

How did CCc1nc2c(OCc3cc(Cl)cc(Cl)c3)cccn2c1N(C=O)Cc1ccc(OC)cc1 do in these assays?
EPAC1 ag: 6%; PI5P4Ka inh: 5; EPAC1 antagonist: 0%; GLP1R ag: 3%; IL2 activator: -0.8; GLP1R cytotox: 1%; PLK1 PBD inh: 3%; PTHR1 ag: -25%; GLP1R inv ag: inconclusive

How did O=C(O)c1ccc(CSc2nc(-c3ccccc3)cc(C(F)(F)F)n2)cc1 do in these assays?
EPAC1 ag: -17%; PI5P4Ka inh: 17; EPAC1 antagonist: 22%; GLP1R ag: -5%; IL2 activator: 0.8; GLP1R cytotox: 14%[1.53 µM]; PLK1 PBD inh: inconclusive; PTHR1 ag: -24%; GLP1R inv ag: 4%

Results for CCC(C)CN1C(=O)CSCC1(C)C(=O)NC(C)C (stereo not given) ?
EPAC1 ag: 4%; PI5P4Ka inh: 0; EPAC1 antagonist: 8%; IL2 activator: 0.8; GLP1R cytotox: -8%; PLK1 PBD inh: -6%; PTHR1 ag: -6%; GLP1R inv ag: 6%

Results for O=[N+]([O-])c1ccc2c(c1)OCCOCCOCCOCCOCCOCCO2 ?
EPAC1 ag: 16%; PI5P4Ka inh: inconclusive; EPAC1 antagonist: -20%; GLP1R ag: 1%; IL2 activator: 1.3; GLP1R cytotox: -1%; PLK1 PBD inh: -15%; PTHR1 ag: -6%; GLP1R inv ag: -11%

Results for CCOc1ccc(N(CC(=O)Nc2ccc(OC)cc2)S(=O)(=O)c2c(C)[nH]c(=O)[nH]c2=O)cc1 ?
EPAC1 ag: -5%; PI5P4Ka inh: 1; EPAC1 antagonist: 12%; GLP1R ag: 3%; IL2 activator: -2.3; GLP1R cytotox: -2%; PLK1 PBD inh: 2%; PTHR1 ag: 11%; GLP1R inv ag: 18%

What do the screens show for `COc1ccc(CNC(=O)Cn2nnc(-c3ccc(NC(=O)C4CCCCC4)cc3)n2)cc1`?
EPAC1 ag: 9%; PI5P4Ka inh: -2; EPAC1 antagonist: -3%; GLP1R ag: inconclusive; IL2 activator: -2.7; GLP1R cytotox: -8%; PLK1 PBD inh: -4%; PTHR1 ag: inactive; GLP1R inv ag: 1%
